High-throughput results deposited in PubChem by The Scripps Research Institute Molecular Screening Center.
MITF primary: inhibitors of human MITF | O75030 | AlphaScreen MITF homodimerization, bead proximity signal | inhibition, % at 2.6 µM | hit rate 0.91% among 650,000 | AID 1259374; in the data active = inhibition above about 50%;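 also: 0% = vehicle wells with protein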
Target sequence (O75030 whole entry, looked up): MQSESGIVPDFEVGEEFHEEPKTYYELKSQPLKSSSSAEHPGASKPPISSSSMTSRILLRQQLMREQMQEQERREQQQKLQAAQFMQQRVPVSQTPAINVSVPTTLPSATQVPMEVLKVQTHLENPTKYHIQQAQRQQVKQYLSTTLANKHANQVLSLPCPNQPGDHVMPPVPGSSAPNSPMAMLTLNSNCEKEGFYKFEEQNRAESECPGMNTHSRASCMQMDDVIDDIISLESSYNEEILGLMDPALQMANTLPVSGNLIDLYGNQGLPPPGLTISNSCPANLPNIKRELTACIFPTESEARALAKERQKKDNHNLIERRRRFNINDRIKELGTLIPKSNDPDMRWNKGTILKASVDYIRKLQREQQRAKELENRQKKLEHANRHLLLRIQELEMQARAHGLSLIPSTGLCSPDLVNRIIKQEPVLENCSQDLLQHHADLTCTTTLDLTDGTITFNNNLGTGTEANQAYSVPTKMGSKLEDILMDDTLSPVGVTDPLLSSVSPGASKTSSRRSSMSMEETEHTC
GPR151 activ: human GPR151 activation; PathHunter beta-arrestin GPR151 cells, luminescence; activation, % at 11.2 µM; hit rate 1% among 650,000; AID 1508602; in the data active = activation above about 4.9%;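 also: 0% = median of compound wells and 100% = cells with positive control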
Target sequence (Q8TDV0 whole entry, looked up): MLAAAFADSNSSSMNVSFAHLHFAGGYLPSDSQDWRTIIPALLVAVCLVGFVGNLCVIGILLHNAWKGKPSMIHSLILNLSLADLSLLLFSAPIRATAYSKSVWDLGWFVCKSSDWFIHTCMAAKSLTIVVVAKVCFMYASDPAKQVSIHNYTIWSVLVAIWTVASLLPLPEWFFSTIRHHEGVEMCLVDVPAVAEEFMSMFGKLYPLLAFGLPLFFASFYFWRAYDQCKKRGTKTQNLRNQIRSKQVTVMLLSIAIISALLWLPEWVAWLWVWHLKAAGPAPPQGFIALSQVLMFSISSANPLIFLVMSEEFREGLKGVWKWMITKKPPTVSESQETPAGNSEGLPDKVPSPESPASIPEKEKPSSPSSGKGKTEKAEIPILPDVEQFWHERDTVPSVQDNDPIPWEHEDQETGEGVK
FBW7 act: human FBW7 E3 ligase activation, primary screen. AlphaScreen FBW7–phospho-cyclin E peptide binding, activator screen. normalized activity (activation), % at 26.1 µM. hit rate 0.13% among 650,000. Q969H0; in the data active = normalized activity above about 1.9%;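 also: purified mutant Fbw7 with reduced substrate affinity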
TEAD-YAP inh: TEAD-YAP interaction inhibition; hit rate 1.4% among 640,000; inhibition, % at 9.12 µM; HEK-TIYL cells, TEAD-Gal4/YAP UAS-luciferase luminescence; AID 1259422; in the data active = inhibition above about 32%;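 also: 0% = median of test compound wells and 100% = reference inhibitor wells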
Active calls of the source: *.

Short keys – A = MITF primary; B = GPR151 activ; C = FBW7 act; D = TEAD-YAP inh
#1 Cc1cccc2cc(CNC(C)C)c(N3CCC(N4CCC(O)CC4)CC3)nc12
  A: 0.7; B: 1.9; C: 0.0; D: 7.8

#2 O=C1C(=Cc2cccc(O)c2)C(=O)c2ccccc21
  A: 6.2; B: 0.1; C: -0.3; D: 0.0

#3 CN(C)CCCN1C(=O)C(=O)/C(=C(/O)c2ccc(F)cc2)C12C(=O)N(C)c1ccccc12 (centres undefined)
  A: -12.2; B: -0.1; C: 0.0; D: -2.3

#4 O=C1CN(C(=O)Nc2ccc3ccccc3c2)C(c2ccccc2)c2cc(Br)ccc2N1 (centres undefined)
  A: -1.0; B: 4.9; C: -0.1; D: 23.8

#5 O=C(CSc1nc2ccccc2[nH]1)Nc1ccccc1F
  A: -5.1; B: 1.9; C: 0.5; D: -13.2

#6 CC(=O)N1CCc2ccccc2C1CN1C(=O)c2ccccc2C1=O (centres undefined)
  A: 16.7; B: 0.3; C: 1.0; D: -2.1

#7 CN(C)c1ccc(/C=N/c2nc3ccccc3o2)cc1
  A: 21.0; B: 0.1; C: 0.8; D: -6.2

#8 Cc1cc(/C=C2\C(=O)NC(=O)N(c3ccccc3F)C2=O)c(C)n1-c1cccnc1
  A: 9.4; B: 1.6; C: 0.0; D: 16.9

#9 Cc1cc(C)c2nc(N(CCCn3ccnc3)C(=O)C3COc4ccccc4O3)sc2c1 (centres undefined)
  A: 4.4; B: 2.8; C: -0.3; D: 2.1

#10 COc1cccc(-c2cnnc(NC(C)CCn3cccn3)n2)c1 (centres undefined)
  A: -6.4; B: -0.5; C: -0.2; D: 0.7

#11 COC(=O)c1ccccc1NC(=O)Nc1ccccc1F
  A: 9.0; B: -0.2; C: 0.0; D: 5.4

#12 COc1ccc(/C=N/Nc2nc(C)c([N+](=O)[O-])c(N(C)c3ccccc3)n2)cc1OC
  A: -1.1; B: 5.5*; C: -0.2; D: 14.4

#13 N#Cc1ccccc1Cn1c(-c2nonc2N)nc2ccccc21
  A: 1.8; B: -0.5; C: -0.1; D: -10.3

#14 CCCCCc1nnc2n1N=C(c1ccc(Cl)cc1)CS2
  A: 5.5; B: 1.0; C: -0.3; D: 2.2

#15 CC(=O)C1C(=O)CC(C)(O)C(C(C)=O)C1c1ccc([N+](=O)[O-])cc1 (centres undefined)
  A: 12.8; B: -0.1; C: -0.1; D: 4.5

#16 CCOc1ccc(-n2c(CSc3ncccn3)nnc2SCC)cc1
  A: -2.5; B: -1.8; C: -0.2; D: -3.8

#17 CCc1c(O)nc2ccccn2c1=O
  A: -7.9; B: 0.5; C: 0.0; D: 10.4

#18 O=c1c(Cl)c(N2CCN(c3ccccc3)CC2)cnn1-c1ccccc1
  A: 14.1; B: -1.0; C: 0.0; D: 0.2

#19 O=C(NC(=S)N1CCOCC1)c1cc(I)ccc1Cl
  A: -2.1; B: -0.3; C: 0.0; D: 3.6

#20 CC1CCCN(S(=O)(=O)c2ccc3ccccc3c2)C1 (centres undefined)
  A: 5.3; B: 0.0; C: 0.2; D: -2.5

#21 CCOCCOC(=O)C1=C(C)NC2=C(C(=O)CC(c3ccc(OC)cc3)C2)C1c1ccc(OC)c(Br)c1 (centres undefined)
  A: -14.6; B: 0.3; C: 0.1; D: 8.3

#22 COc1ccc(N2CCN(Cc3nnnn3Cc3ccco3)CC2)cc1
  A: -6.9; B: -1.4; C: 0.7; D: -27.5

#23 CS(=O)(=O)Oc1ccc2c3c(c(=O)oc2c1)CCC3
  A: -4.0; B: 0.3; C: -0.3; D: -1.2

#24 Cc1cc(NC(=O)c2cc3ccccc3o2)n(-c2ncnc3c2cnn3-c2ccc(Cl)cc2)n1
  A: 1.6; B: -1.6; C: 0.1; D: -1.9

#25 CCCCC(=O)Nc1ccc(-c2cn3cccc(C)c3n2)cc1
  A: 2.9; B: -4.2; C: 0.1; D: 4.7

#26 N#Cc1ccc(-n2cnc3ccccc3c2=O)cc1C#N
  A: 12.6; B: -0.6; C: 0.3; D: 3.1

#27 Oc1ccc(CCNc2nc(-c3csc4ccccc34)nc3c2ncn3Cc2ccc(C(F)(F)F)cc2)cc1
  A: -2.6; B: -1.3; C: 0.1; D: 10.4

#28 COc1ccc(C2=C/C(=C/c3ccc([N+](=O)[O-])cc3)C(=O)O2)cc1
  A: -5.7; B: -0.5; C: -0.1; D: -1.2

#29 CCCCC(=O)NC(=S)Nc1ccc(Cl)c(C(=O)O)c1
  A: -16.4; B: 1.1; C: 0.0; D: 3.2

#30 CC(C)(C)C(=O)COC(=O)c1ccccc1Br
  A: 2.0; B: 0.1; C: -0.1; D: -1.2

#31 CCN(CC)C(=O)n1c(Cc2ccccc2)nc2ccccc21
  A: -3.4; B: 0.6; C: 0.0; D: -9.4

#32 COc1cc(/C=C/c2cc(C(F)(F)F)[nH]c(=O)n2)cc(OC)c1OC
  A: -9.2; B: 0.1; C: 0.0; D: -7.8

#33 Cc1ccc(Cc2cnc(NC(=O)/C=C/c3ccco3)s2)cc1
  A: 5.3; B: 1.6; C: 0.1; D: 58.0*

#34 COc1c(O)ccc(/C=N/NC(=O)C(O)c2ccccc2)c1[N+](=O)[O-] (centres undefined)
  A: 9.5; B: 0.0; C: 0.0; D: 3.8

#35 Cc1ccc(OCC(=O)Nc2cccc(S(N)(=O)=O)c2)c([N+](=O)[O-])n1
  A: 9.7; B: 3.3; C: 0.1; D: 6.6

#36 N#C/C(=C(/O)CSc1nnc(-c2ccc(Cl)cc2)n1N)c1nc2ccccc2[nH]1
  A: 17.7; B: 1.6; C: 0.1; D: 8.6

#37 CC(=O)Oc1cccc(C(=O)NC(C)c2ccccc2)c1 (centres undefined)
  A: 1.9; B: 0.9; C: 0.2; D: 5.2

#38 O=C1OC(COc2ccccc2)CN1c1ccccc1 (centres undefined)
  A: -2.9; B: -0.3; C: -0.1; D: -66.5

#39 CC(C)C(=O)NCCc1nnc2n1CCN(Cc1cc3ccccc3o1)CC2
  A: 7.9; B: -0.3; C: -0.1; D: 6.7

#40 COc1cccc(OC)c1C(=O)O/N=C(\N)c1cccc(C)c1
  A: 5.7; B: 2.8; C: 0.1; D: 6.6

#41 CCOC(=O)c1ccc(NC(=O)CSc2ccc(-c3cccnc3)nn2)cc1
  A: 9.7; B: 0.8; C: 0.5; D: 0.9

#42 CN(C)c1cccc2c(C=O)ccc(N(C)C)c12
  A: 23.1; B: -1.6; C: -0.2; D: 20.5

#43 O=S(=O)(NC1c2ccccc2Oc2ccccc21)c1ccc(Cl)cc1
  A: 5.3; B: -1.2; C: 0.0; D: -1.1

#44 Nc1c(C(=O)c2ccc(Br)cc2)sc2nc3c(c(-c4ccco4)c12)CCC3
  A: 0.6; B: 3.3; C: -0.1; D: -2.7

#45 CC1CC(N(C(=O)c2cccs2)c2ccccc2)c2ccccc2N1 (centres undefined)
  A: 19.1; B: -0.2; C: 0.3; D: 6.1

#46 O=[N+]([O-])c1cc([N+](=O)[O-])c2cn(-c3ccccc3)nc2c1
  A: -4.2; B: 1.0; C: -0.1; D: 3.7

#47 COc1cccc(-c2nc3sc4c(c3c(=O)n2Cc2c(F)cccc2Cl)CCCC4)c1
  A: 0.3; B: 0.8; C: 0.0; D: -1.6

#48 COc1cccc2cc(-c3nc(-c4cccs4)cs3)c(=O)oc12
  A: 9.2; B: -0.4; C: 1.2; D: -36.3

#49 N#C/C(=C(/O)c1ccc([N+](=O)[O-])o1)c1nc2ccccc2[nH]1
  A: 12.8; B: -1.3; C: 0.5; D: 14.2

#50 COc1ccccc1Oc1ccc(C(F)(F)F)cc1NC(=O)c1ccccc1Br
  A: -9.0; B: -1.6; C: -0.2; D: -4.7

Additional results:
Short keys – A = MITF primary; B = GPR151 activ; C = FBW7 act; D = TEAD-YAP inh
#51 CN(c1ccccc1)C(C(=O)NC1CCCC1)c1cc2c(cc1[N+](=O)[O-])OCO2 (centres undefined)
  A: 0.1; B: -0.1; C: -0.3; D: -1.8

#52 CCOCCCNCC(=O)Nc1ccc(OC(F)(F)F)cc1
  A: 4.3; B: 0.2; C: 0.0; D: 5.3

#53 COc1ccc(/C=C2\N=C(c3ccc(Cl)c(Cl)c3)OC2=O)c(OC)c1
  A: -9.0; B: -1.1; C: -0.1; D: 6.0

#54 CC(C)NS(=O)(=O)c1ccc2c(c1)OCC(=O)N2CC(=O)Nc1ccc(F)cc1
  A: 12.7; B: 2.3; C: 0.1; D: 5.7

#55 Cc1cc(Nc2cccc([N+](=O)[O-])c2)nc2ccccc12
  A: 17.0; B: -1.0; C: 0.1; D: -9.8

#56 O=C(Cn1cnc2sc3c(c2c1=O)CCCC3)NCCC(=O)N1CCN(c2ccccn2)CC1
  A: 2.6; B: 0.8; C: -0.1; D: 20.0

#57 O=C(CCc1nnc(-c2ccc(-c3ccccc3)cc2)o1)N1CCCC(CO)C1 (centres undefined)
  A: -2.1; B: 0.2; C: -0.1; D: 8.4

#58 O=C1c2ccccc2C(=O)c2c1ccc(C(=O)NCC1CCCO1)c2[N+](=O)[O-] (centres undefined)
  A: -5.2; B: -4.0; C: -0.1; D: -37.4

#59 Cc1ccsc1CN1CCN2C(=O)[C@@H](Cc3ccccc3)NC(=O)[C@H]2C1
  A: 10.6; B: -0.1; C: -0.1; D: -0.6

#60 CCOC(=O)C1C2C=CC3(CN(CC4CCCO4)C(=O)C13)O2 (centres undefined)
  A: -1.9; B: 0.2; C: -0.2; D: -3.1

#61 Cc1cc2n(C/C=C/c3ccccc3)c(=O)c3ccccc3n2n1
  A: 2.9; B: 4.6; C: 0.0; D: 12.1

#62 Nc1ccccc1SCc1cn2ccccc2n1
  A: -6.2; B: -1.6; C: -0.2; D: -66.0

#63 O=C(N/C(=C\c1ccc(-c2ccc(Cl)cc2)o1)C(=O)N1CCOCC1)c1ccccc1
  A: -3.8; B: 2.2; C: 0.2; D: 1.0

#64 CCOc1ccc(/C=N/N=C(N)N)cc1
  A: -5.2; B: -1.1; C: -0.1; D: 5.9

#65 COC(=O)CCS(=O)(=O)c1cc(Cl)ccc1Cl
  A: 5.0; B: -0.4; C: 0.1; D: 4.6

#66 OCCNc1ncnc2nc(Nc3ccc(N4CCOCC4)cc3)[nH]c12
  A: -2.6; B: -2.2; C: -0.1; D: 1.3

#67 CC(=O)c1cc(CN2CCC(CO)(CC3CCCCO3)CC2)cs1 (centres undefined)
  A: 13.4; B: 3.8; C: 0.0; D: 7.2

#68 COC(=O)c1ccc(N2C(=O)CSC2c2ccccc2C(F)(F)F)cc1 (centres undefined)
  A: 8.6; B: 2.7; C: 0.1; D: -4.1

#69 Cc1cc(OCc2nc3c4c5c(sc4ncn3n2)CCCCC5)c(C(C)C)cc1Cl
  A: 3.7; B: -0.8; C: 0.1; D: -5.3

#70 Cc1ccc(N2C(=O)N(CC(=O)N3CCC(C)CC3)C(=O)C2C)cc1 (centres undefined)
  A: -3.8; B: -1.4; C: 0.0; D: -5.8

#71 CCC(C(=O)OCC(=O)Nc1ccc(I)cc1)c1ccccc1 (centres undefined)
  A: -5.1; B: 0.0; C: -0.1; D: -0.2

#72 CC(NC(=O)C1(c2ccc(Cl)cc2)CC1)c1nc(-c2cccnc2)n[nH]1 (centres undefined)
  A: -10.8; B: -1.1; C: 0.0; D: 9.5

#73 O=C(c1ccccc1Cl)N1CCc2ccccc21
  A: -11.2; B: -0.7; C: -0.1; D: 4.9

#74 COc1ccc(-n2nc3c(c2NC(=O)c2cccc(OC)c2)CSC3)cc1
  A: -0.1; B: 6.1*; C: -0.1; D: 11.7

#75 CCOC(=O)c1cccc2ncccc12
  A: -15.4; B: 1.0; C: 0.1; D: 6.9

In the list so far, these contain two or more sulfur atoms.
Short keys – A = MITF primary; B = GPR151 activ; C = FBW7 act; D = TEAD-YAP inh
#16 CCOc1ccc(-n2c(CSc3ncccn3)nnc2SCC)cc1
  A: -2.5; B: -1.8; C: -0.2; D: -3.8

#48 COc1cccc2cc(-c3nc(-c4cccs4)cs3)c(=O)oc12
  A: 9.2; B: -0.4; C: 1.2; D: -36.3

The list continues.
Short keys – A = MITF primary; B = GPR151 activ; C = FBW7 act; D = TEAD-YAP inh
#76 COC(=O)C1=C(C)Nc2c(c(=O)n(C)c(=O)n2C)C1c1cc(OC)c(OC)c(OC)c1 (centres undefined)
  A: -3.6; B: 2.0; C: -0.2; D: -7.1

#77 COC(=O)C1=C(C)NC2=C(C(=O)CC(c3ccc(OC)c(OC)c3)C2)C1c1ccc(O)cc1 (centres undefined)
  A: 14.8; B: 1.1; C: -0.3; D: 3.0

#78 Cc1nn(C)c(C)c1CNC(=O)c1ccc2c(c1)OCO2
  A: 4.0; B: 1.2; C: 0.0; D: 4.1

#79 COCCN1C(=O)C(=O)/C(=C(\O)c2ccccc2)C1c1cccc(O)c1 (centres undefined)
  A: 2.3; B: -0.2; C: 0.0; D: 8.3

#80 Cc1cc(NC(=O)COc2ccc3ccccc3c2)no1
  A: -5.7; B: 2.2; C: 0.1; D: -17.9

Sorted by length of the SMILES (lowest first): some entries from above
Short keys – A = MITF primary; B = GPR151 activ; C = FBW7 act; D = TEAD-YAP inh
#75 CCOC(=O)c1cccc2ncccc12
  A: -15.4; B: 1.0; C: 0.1; D: 6.9

#80 Cc1cc(NC(=O)COc2ccc3ccccc3c2)no1
  A: -5.7; B: 2.2; C: 0.1; D: -17.9

#74 COc1ccc(-n2nc3c(c2NC(=O)c2cccc(OC)c2)CSC3)cc1
  A: -0.1; B: 6.1*; C: -0.1; D: 11.7

#76 COC(=O)C1=C(C)Nc2c(c(=O)n(C)c(=O)n2C)C1c1cc(OC)c(OC)c(OC)c1 (centres undefined)
  A: -3.6; B: 2.0; C: -0.2; D: -7.1

Not a hit list; about 3.5% have a hit in one of these screens.
